Vif-A3F inh: qHTS for Inhibitors of Vif-A3F Interactions: qHTS; Potency, µM (doses to about 46.1 µM), without a hit: top-dose activity, negative = active; 390,000 compounds, 0.2% hits; AID 602313, 2012; HeLa A3F-eYFP + Vif (tagged APOBEC3F with the HIV-1 protein that degrades it), YFP fluorescence increase; further: potency means the concentration at half of the fitted maximal effect; % of control where 0% means no effect; nearly all actives have a fitted effect of over 65% in size
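HeLa cells stably expressing A3F-eYFP plus Vif, plated and incubated overnight at 37 deg C, then exposed to compounds overnight at 37 deg C. Blocked degradation read as raised yellow fluorescence (Ex 488/Em 500-530).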
D2 PAM: HTS Assay for Positive Allosteric Modulators of the Human D2 Dopamine Receptor: Primary Screen for Potentiators | D(2) dopamine receptor (Homo sapiens), P14416 | HEK293 T-REx D2, calcium flux, EC20 dopamine potentiation | potentiation, % at 10 µM | 340,000 compounds, 0.34% hits;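 active means potentiation over 3 SD above the plate norm, cut at about 30% in these data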; further: 0% is about no effect
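Primary screen. Calcium kinetics in induced HEK293 T-REx D2 cells: compound pre-addition 180 s, EC20 dopamine, 180 s more.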
D1 PAM: Potentiators of Human D1 Dopamine Receptor: qHTS; D(1A) dopamine receptor (Homo sapiens), P21728; HEK293 TREx D1 cells, calcium flux, dopamine EC20 potentiation; potentiation, % at 10 µM; 360,000 compounds, 0.036% hits; in the data active means potentiation above about 30%; further: 0% is about no effect
Target sequence (P21728 whole entry, looked up): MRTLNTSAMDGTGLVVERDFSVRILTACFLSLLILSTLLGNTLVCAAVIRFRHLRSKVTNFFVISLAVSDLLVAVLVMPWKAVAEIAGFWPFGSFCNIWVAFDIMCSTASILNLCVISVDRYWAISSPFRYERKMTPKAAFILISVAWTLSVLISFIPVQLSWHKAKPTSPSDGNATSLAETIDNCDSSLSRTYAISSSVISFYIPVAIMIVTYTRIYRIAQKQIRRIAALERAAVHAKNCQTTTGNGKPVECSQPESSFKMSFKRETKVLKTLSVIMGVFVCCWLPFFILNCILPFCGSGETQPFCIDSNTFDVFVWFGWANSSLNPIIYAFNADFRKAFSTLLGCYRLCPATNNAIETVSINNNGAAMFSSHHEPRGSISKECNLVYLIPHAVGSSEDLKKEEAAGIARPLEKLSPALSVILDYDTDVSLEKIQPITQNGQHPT
RXFP1 agonist: qHTS Assay for Agonists of the Relaxin Receptor RXFP1; Relaxin receptor 1 (Homo sapiens), Q9HBX9; HEK293T-RXFP1 cAMP TR-FRET, 30 min; response scale: percent of porcine relaxin response, buffer zero; Potency, µM (highest dose often 57.5 µM), without a hit: at the top dose activation, most hits filed as activators; 370,000 compounds, 0.3% hits; AID 2676, 2010; further: potency means the concentration at half of the fitted maximal effect; on the % scale 0 is the no-effect control and ±100 the full control effect; nearly all actives have a fitted effect of over 60% in size; many of its hits are not listed in these tables
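HEK293T cells stably expressing RXFP1 were pretreated with the PDE4 inhibitor Ro 20174, exposed to compounds for 30 min at 37C, lysed, and cAMP was read by TR-FRET. Data normalized to buffer (basal) and 29 nM porcine relaxin (100%).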
Vif-A3G inh: qHTS for Inhibitors of Vif-A3G Interactions: qHTS. HeLa A3G-eYFP + Vif (tagged APOBEC3G with the HIV-1 protein that degrades it), YFP fluorescence, overnight. DNA dC->dU-editing enzyme APOBEC-3G (Homo sapiens), Q9HC16. 410,000 compounds, 0.076% hits. AID 602310, 2012. Potency, µM (doses to about 46.1 µM), for inactives: at the top dose activity, negative = active, usual class: inhibitors;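 further: potency means the concentration at half of the fitted maximal effect; on the % scale 0 is the no-effect control and ±100 the full control effect; nearly all actives have a fitted effect of over 60% in size; hits raise eYFP signal because A3G escapes Vif-driven loss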
Target sequence (Q9HC16 whole entry, looked up): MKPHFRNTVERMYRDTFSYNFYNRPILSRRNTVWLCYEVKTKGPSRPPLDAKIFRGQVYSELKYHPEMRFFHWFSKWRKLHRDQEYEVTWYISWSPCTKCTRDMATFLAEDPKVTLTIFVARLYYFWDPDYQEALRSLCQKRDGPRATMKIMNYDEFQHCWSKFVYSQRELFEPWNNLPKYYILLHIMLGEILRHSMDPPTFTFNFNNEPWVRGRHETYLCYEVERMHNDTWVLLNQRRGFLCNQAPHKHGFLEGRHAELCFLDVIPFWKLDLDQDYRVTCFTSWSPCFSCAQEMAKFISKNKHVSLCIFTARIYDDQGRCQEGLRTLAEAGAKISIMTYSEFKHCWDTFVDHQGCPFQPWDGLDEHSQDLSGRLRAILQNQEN
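Read-out is eYFP fluorescence (Ex 488/Em 500-530) from Vif-expressing HeLa A3G-eYFP cells; more signal means A3G escaped Vif-mediated degradation. Cells plated overnight, compound pinned in, incubated overnight at 37 deg C.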
D1 ag: Allosteric Agonists of the Human D1 Dopamine Receptor: qHTS | D(1A) dopamine receptor (Homo sapiens), P21728 | HEK293 T-REx D1 cells, calcium flux, agonist mode | activation, % at 2 µM | 360,000 compounds, 1% hits; in the data active means activation above about 30%; further: 0% is about no effect
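Agonism was scored from calcium flux recorded over 180 s (1 read/s) after pintool compound addition, following a 10-cycle baseline. Cells were inducible force-coupled HEK293 TREx D1, plated overnight at 30 C and loaded with no-wash calcium dye.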
Glioma ERSR ind: qHTS for Inducers of the Endoplasmic Reticulum Stress Response (ERSR) in Human Glioma: qHTS; Potency, µM, for the others: at the highest dose activation, usual class: activators; AID 602332, 2012; 420,000 compounds, 0.02% hits; U87-MG GRP78 promoter luciferase reporter, 16 h; further: potency means the concentration at half of the fitted maximal effect; series mostly up to about 76 µM; % of control where 0% means no effect; nearly all actives have a fitted effect of over 35% in size
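Stably transfected U87-MG human glioma cells carrying a GRP78-based luminescent sensor were seeded at 1000 cells/well, pin-dosed with compounds and incubated 16 h. Luciferase reagent was then added, and end-point luminescence was read after 10 min at room temperature.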
RXFP1 antagonist: qHTS Assay for Antagonists of the Relaxin Receptor RXFP1; activity change, negative = inhibition, % at 57.5 µM; AID 1259400, 2018; 350,000 compounds, 0.59% hits; HEK293-RXFP1, relaxin-stimulated cAMP HTRF, 30 min; stronger effect = lower value; Relaxin receptor 1 (Homo sapiens), Q9HBX9;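 active means activity change of -60% or lower, but not beyond a set lower limit; inconclusive means change between -60% and -40%, or beyond the set limit; inactive means change above -40%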; further: on the % scale 0 is the no-effect control and ±100 the full control effect
D1 antag: Antagonist of Human D 1 Dopamine Receptor: qHTS. D(1A) dopamine receptor (Homo sapiens), P21728. HEK293 TREx D1 cells, calcium flux, dopamine EC80; stronger effect = lower value. activity change, negative = inhibition, % at 10 µM. 360,000 compounds, 3.2% hits; in the data active means activity change below about -30%; further: on the % scale 0 is the no-effect control and ±100 the full control effect
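Compound effects on dopamine-evoked calcium signalling were measured in tetracycline-induced HEK293 Trex D1 cells. Dopamine at EC80 followed a 180 s compound pre-read, and fluorescence was tracked kinetically for 180 s more.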
* = called active by the depositor; ? = inconclusive; . = not tested or not shown. Unless noted, the call rests on the fitted dose curve; in most records, active means well fitted curve in the direction sought with a large enough effect; inconclusive means small, poorly fitted or top-dose-only effect, or another doubt; inactive means no such curve, though single readings can be large; an effect the other way counts as inactive or inconclusive.

SMILES | Vif-A3F inh | D2 PAM | D1 PAM | RXFP1 agonist | Vif-A3G inh | D1 ag | Glioma ERSR ind | RXFP1 antagonist | D1 antag
O=C(C1CCCN(S(=O)(=O)c2cccs2)C1)N1CCN(c2ccccc2F)CC1 (stereo not drawn) | 0% | 3 | 1 | 1.9% | 2% | 10 | -1% | . | -5
CCC/C=C(\CCC)C(NS(=O)(=O)c1cccc2cccnc12)c1ccc(C(=O)OC)cc1 (stereo not drawn) | 2% | -1 | 4 | 3.9% | -8% | 8 | 1% | . | -18
CCn1c(Cc2ccc(OC)cc2)nnc1SCC(=O)NC1CC1 | -3% | 10 | -4 | 1.2% | 1% | 4 | -2% | 2 | -8
COCCn1c(SCC(=O)Nc2sc(C)c(C)c2C#N)nnc1C(C)C | -4% | -10 | -1 | 0.8% | 2% | -2 | -1% | -9 | 20
CC(C)C(NS(=O)(=O)c1ccc2c(c1)oc(=O)n2C)C(=O)NCc1ccccc1 (stereo not drawn) | 2% | 9 | -3 | 1.3% | 1% | -1 | -2% | . | 8
Cc1c(/C=N/NC(=O)c2cc(=O)[nH]c(=O)[nH]2)c2ccccn2c1C(=O)c1ccccc1 | 7% | 14 | -1 | 1.5% | 0% | -1 | -2% | -6 | -5
O=S(=O)(NCC(c1ccco1)N1CCCCC1)c1cccc(C(F)(F)F)c1 (stereo not drawn) | -11% | 3 | -3 | 0.6% | 1% | 0 | -6% | -1 | -25
O=C(CCN1C(=O)/C(=C\c2ccccc2)SC1=S)NNC(=O)c1ccccc1O | -2% | 1 | -2 | 0.1% | 2% | 9 | -2% | ? | -13
O=C(/C=C/c1cccs1)N1CCOCC1 | -5% | 9 | -1 | 2.5% | -3% | -1 | 2% | -1 | 4
CC(C)(C)NC(=O)C(c1ccc(O)cc1)N(Cc1ccccc1)C(=O)CCC(=O)Nc1nccs1 (stereo not drawn) | -7% | -5 | 3 | 1.0% | 1% | 2 | -7% | -4 | 9
CCC(CC)C(=O)Nc1ccc(OCc2cc(=O)n3c4c(sc3n2)CCCC4)cc1 | 0% | 7 | -1 | -0.7% | 3% | -1 | 1% | . | 0
C=CCn1ccc(=O)nc1SC | -5% | . | . | . | 3% | . | -2% | -2 | .
Cc1ccc(C)c(S(=O)(=O)Nc2ccc(C(=O)N3CCOCC3)cc2)c1 | -2% | . | . | . | -2% | . | -4% | 0 | .
CC(C)(C)c1ccc(S(=O)(=O)Nc2cccc(C3OCCCO3)c2)cc1 | -2% | -2 | -2 | -0.7% | -2% | 8 | -2% | -21 | -8
Cc1csc(=O)n1CC(=O)OCc1nnc(-c2ccccc2)o1 | 12% | -2 | -4 | 0.3% | -1% | 2 | 0% | -9 | 24
CCOCCCNC(=O)c1ccc(C2SCC(=O)N2Cc2ccccc2)cc1 (stereo not drawn) | -7% | -1 | -1 | 0.4% | -2% | 6 | 1% | 4 | 5
CCOc1ccc(C(C)=O)cc1COC(=O)c1cccnc1SC | 11% | 13 | -4 | 2.7% | -1% | 4 | -3% | -12 | -24
O=P(O)(CN1CCCCCC1)C1Cc2ccccc2C1 | . | . | -2 | -1.9% | . | 6 | . | . | -5
COc1cccc(N2CCN(CC(=O)c3c[nH]c4ccc(OC)cc34)CC2C)c1 (stereo not drawn) | 2% | . | -7 | -0.3% | -13% | 16 | 2% | -15 | -1
CC(=O)c1ccc(OCC(=O)NC(=O)NC2CCCC2)cc1 | -2% | . | . | . | 0% | . | -1% | -7 | .
Cc1ccc(Cl)cc1N1CCN(C(c2ccc(F)cc2)c2nnc(-c3ccccc3)o2)CC1 (stereo not drawn) | -19% | -2 | -2 | 3.4% | -2% | 2 | -2% | -16 | -2
CN1CCN(C(=O)c2ccc3nc(-c4ccccc4)c(-c4ccccc4)nc3c2)CC1 | 13% | 5 | -6 | -0.6% | 1% | -1 | -2% | -13 | .
Cc1ccc(NC(=S)N2CCC(NC(=O)c3ccc(F)cc3)CC2)cc1 | -4% | 14 | -7 | -1.1% | 0% | 1 | -1% | -6 | 0
O=C(NCc1nc2ccccc2[nH]1)C1=C[C@H](c2coc3ccccc3c2=O)C[C@H](OCc2ccc(CO)cc2)O1 | -1% | 1 | -5 | 5.2% | -9% | 5 | -3% | . | 10
O=C(Nc1ccccc1C(=O)NC1CCCCC1)c1ccccc1 | -8% | 11 | 1 | 0.6% | 2% | 4 | -2% | -4 | 3
Cc1c(C(=O)NCC(C)C)sc2nc(-c3ccc(F)cc3)cn12 | -2% | -12 | -6 | -0.9% | 0% | 1 | -1% | 5 | 6
NS(=O)(=O)c1ccc(Nc2nc3ccccc3nc2NS(=O)(=O)c2cccc([N+](=O)[O-])c2)cc1 | -9% | -17 | -5 | 3.5% | 0% | 2 | -1% | -12 | -19
Cc1ccc(N2CC(NC(=O)Cc3ccc(F)cc3)CC2=O)cc1 (stereo not drawn) | 0% | -12 | -2 | 0.9% | 9% | 1 | -2% | -14 | .
COc1ccc(CCNC(=O)c2ccc3ccccc3n2)cc1 | -2% | 18 | -5 | 0.0% | -3% | 7 | 11% | -28 | -15
CCN1CCN(CC(=O)Nc2ccc(C)cc2C)C(=O)C1=O | 0% | -4 | 0 | 0.7% | -4% | 2 | -1% | . | 2
CCc1ccc(CN(C)CCc2ccccn2)cc1 | 0% | . | -2 | -1.8% | -1% | 7 | -4% | -4 | -5
COc1ccc(N2CCN(C(=O)CN=C3NS(=O)(=O)C(c4ccc(C)cc4)=C3C)CC2)cc1 | 3% | -13 | -5 | -2.4% | 0% | 1 | -3% | 3 | -15
Cn1c(SCC(=O)c2ccccc2)nnc1-c1cccs1 | -4% | -1 | 1 | 0.7% | -2% | 1 | -1% | -4 | -3
Cc1ccc(-c2ccc(SCC(=O)c3ccccc3)nn2)cc1 | -25% | 8 | -4 | 4.3% | -7% | 5 | 3% | 2 | -17
CCOC(=O)c1ccc(N(C(=O)c2ccco2)C(C(=O)NC2CCCCC2)c2ccncc2)cc1 (stereo not drawn) | 2% | 7 | 1 | -1.9% | -6% | 2 | -2% | 1 | 6
COc1ccc2c(c1)CCc1c-2n[nH]c1C(=O)O | 6% | -3 | 2 | 0.3% | -1% | 2 | -5% | -3 | -19
COc1ccc(CNC(=O)COc2cc(=O)n(C)c3ccccc23)cc1 | 7% | . | -1 | 4.7% | -3% | 0 | -1% | -20 | 11
Cc1cc(C(=O)N/N=C/C=C/c2ccccc2)c(C)o1 | 1% | -18 | -9 | 0.3% | -12% | 1 | 0% | 21 | -4
Cn1cc(S(=O)(=O)N2CCCC2)cc1C(=O)Nc1ccc(C(F)(F)F)cc1 | 0% | 15 | -2 | -1.8% | 8% | 33* | 0% | 9 | 0
COc1ccc(CC(NC(C)=O)C(=O)NC2CCN(c3nc(C)cc(C)c3C#N)CC2)cc1 (stereo not drawn) | 1% | 7 | -1 | 0.9% | 0% | 3 | 2% | -3 | -18

Record cards (already shown).
Cc1cc(C(=O)N/N=C/C=C/c2ccccc2)c(C)o1 is listed as Vif-A3F inh: 1%; D2 PAM: -18; D1 PAM: -9; RXFP1 agonist: 0.3%; Vif-A3G inh: -12%; D1 ag: 1; Glioma ERSR ind: 0%; RXFP1 antagonist: 21; D1 antag: -4
CCOC(=O)c1ccc(N(C(=O)c2ccco2)C(C(=O)NC2CCCCC2)c2ccncc2)cc1 (stereo not drawn) is listed as Vif-A3F inh: 2%; D2 PAM: 7; D1 PAM: 1; RXFP1 agonist: -1.9%; Vif-A3G inh: -6%; D1 ag: 2; Glioma ERSR ind: -2%; RXFP1 antagonist: 1; D1 antag: 6

The list continues.
SMILES | Vif-A3F inh | D2 PAM | D1 PAM | RXFP1 agonist | Vif-A3G inh | D1 ag | Glioma ERSR ind | RXFP1 antagonist | D1 antag
Cc1cc2nnc(SCc3ccc(F)cc3)n2c2ccccc12 | -3% | 12 | 2 | 4.0% | 2% | 2 | -4% | . | -5
Cc1ccc2nc(Nc3ccc(C)c(C)c3)c3nncn3c2c1 | 0% | 0 | 0 | 1.6% | -11% | -1 | 3% | -1 | 9
CSC1=N/C(=C\c2ccccc2Cl)C(=O)N1N(C)C | -1% | 12 | 3 | -4.8% | 2% | 3 | 1% | 4 | 50
Cc1ccc(NC(=O)Nc2nnc(-c3ccccc3F)s2)cc1 | 0% | -5 | 2 | -0.3% | 4% | 2 | 0% | -2 | -6
CCOc1cc(/C=C/c2ccc3cccc([N+](=O)[O-])c3n2)cc(Cl)c1O | -26% | -9 | -3 | -1.3% | -6% | 1 | -2% | -27 | 1
COc1cc(/C=C/C(=O)OCc2c(C)noc2C)ccc1OC(F)F | -6% | 7 | 1 | -1.1% | 1% | 6 | -2% | 3 | -8
COc1ccc2nc(N3C(=O)C(O)=C(C(=O)c4ccco4)C3c3ccccc3OC)sc2c1 (stereo not drawn) | 6% | 8 | 0 | 24% | 1% | 2 | -4% | -13 | -5
CC1CN(C(=O)c2cccc(COc3ccccc3Cl)c2)CC(C)O1 (stereo not drawn) | 11% | 3 | 5 | 2.6% | -2% | 2 | -2% | -1 | -5
O=c1[nH]c2ccc(S(=O)(=O)N3CCC(Cc4ccccc4)CC3)cc2o1 | -27% | -6 | -9 | 1.6% | 7% | 6 | -3% | -6 | -12
CC(C)=Cc1oc2ccc([N+](=O)[O-])cc2c1N1CC(C)OC(C)C1 (stereo not drawn) | -1% | . | 1 | 1.5% | 1% | 2 | -2% | -5 | 19
O=C(CCc1nnc(CCc2ccccc2)o1)N1CCCC1c1nccs1 (stereo not drawn) | 2% | 13 | -6 | 0.0% | 2% | 1 | 3% | 0 | 4
Cc1ccc(-n2nnnc2Sc2nc([N+](=O)[O-])nn2C)c(C)c1 | -4% | . | . | . | -1% | . | -1% | -15 | .

These rows are one share of the data. The share of hits here may be higher or lower than overall.
